AID2073: inhibitors of Mint1-CaV2.2 protein interaction, biochemical, HTRF (AID 2073); Voltage-dependent N-type calcium channel subunit alpha-1B (Homo sapiens); HTRF protein-protein interaction, Mint1-CaV2.2; higher % means a stronger effect; inhibition, % at 20 µM; hits with a dose series show IC50 in µM; 0.19% of 290,000 active; in the data active means inhibition mostly above about 51%, no sharp cut-off; inconclusive means no clear call, values can overlap the other calls; inactive means mostly below about 53%; further: some results filed as inactive read as strong as hits
NOD1 inhibition: NOD1 signaling inhibitors, primary screen, cell-based, luminescence, uHTS (AID 1578); NOD1-driven NF-kB luciferase reporter cells, luminescence; higher % means a stronger effect; one-dose inhibition, % at 4 µM; EC50 in µM for titrated hits; 1% of 290,000 active; in the data active means inhibition mostly above about 36%, no sharp cut-off; inactive means mostly below about 34%;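 further: HEK-293T reporter cells stimulated with the NOD1 agonist gamma-tri-DAP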
KOR beta-arrestin-1: KOR antagonists, beta-arrestin recruitment, cell-based, luminescence, uHTS (AID 1778); KOR beta-arrestin recruitment, luminescence, antagonist mode; higher % means a stronger effect; Kappa-type opioid receptor (Homo sapiens); 0.091% of 290,000 active; inhibition, % at 10 µM; hits with a dose series show IC50 in µM; further: strong numbers were not always called active
West Nile antiviral: West Nile virus antiviral activity, cell-based, CPE readout (AID 1621). West Nile virus-infected cells, CPE inhibition; higher % means a stronger effect. CPE inhibition, % at 10 µM; hits with a dose series show IC50 in µM. 0.02% of 290,000 active; in the data active means a potency from the dose series; inconclusive means CPE inhibition mostly from about 3.7% at the one dose, without a potency; inactive means the rest, 99 in 100 with CPE inhibition below about 2.2%; further: strong numbers were not always called active
Yfh1-off respiration: enhancers of respiration in Yfh1-depleted yeast, dose response, Friedreich's ataxia, plus single-dose screen (AID 1465); 0.074% of 220,000 active; S. cerevisiae Yfh1-off respiration, WST-1 reduction, 72 h; higher fold induction means a stronger effect; one-dose fold induction at 50 µM; EC50 in µM for titrated hits;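 active means fold induction of absorbance versus untreated yeast above a set limit, then at least 30% activation at any dose in follow-up; inconclusive means repeats straddling the limit, or above it without dose testing; inactive means fold induction below the set limit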;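 further: activators that raise dye reduction in frataxin-depleted yeast; strong numbers were not always called active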
HEK293 NOD2/NF-kB: NOD2 signaling inhibitors, cell-based, luminescence, uHTS, HEK293 (AID 1566); HEK293 NOD2/NF-kB luciferase reporter, luminescence; higher % means a stronger effect; inhibition, % at 4 µM; hits with a dose series show EC50 in µM; 0.63% of 290,000 active; further: many of its hits are not listed in these tables
NS5 inhibitors: Dengue-2 NS5 methyltransferase inhibitors, primary screen, biochemical, confirmation dose response (AID 588689); Dengue-2 NS5 methyltransferase capping enzyme assay, biochemical; higher % means a stronger effect; one-dose inhibition, % at 25 µM; IC50 in µM for titrated hits; 0.3% of 340,000 active; in the data active means a potency from the dose series; inconclusive means inhibition above about 29% without an active follow-up result
KOR beta-arrestin-2: KOR agonists, beta-arrestin recruitment, primary screen, cell-based, luminescence, uHTS (AID 1777); KOR beta-arrestin recruitment, luminescence; higher % means a stronger effect; one-dose activation, % at 10 µM; EC50 in µM for titrated hits; 0.02% of 280,000 active; in the data active means activation above about 50%, passing the limit was not always enough; further: a part of the inactive calls stands beside numbers as strong as those of hits
HIV peptide binding: inhibitors of HIV fusion peptide binding, primary screen, biochemical, uHTS, fluorescence dequenching (AID 1986); cell-free peptide binding, fluorescence dequenching, 30 min; higher % means a stronger effect; inhibition, % at 20 µM, or IC50 in µM where a hit was titrated; 0.3% of 290,000 active; in the data active means inhibition mostly above about 52%, no sharp cut-off; inactive means mostly below about 76%; further: some results filed as inactive read as strong as hits
The depositor's hits bear a star; i = inactive; ? = inconclusive; . = not tested or not shown; & = joins results of further samples; [ ] = another dose, or the depositor's remark. Unless noted, no stated cut-off is given here; in the data, active means inhibition above about 50%; inactive means the rest.

SMILES	AID2073	NOD1 inhibition	KOR beta-arrestin-1	West Nile antiviral	Yfh1-off respiration	HEK293 NOD2/NF-kB	NS5 inhibitors	KOR beta-arrestin-2	HIV peptide binding
COc1ccc(CNS(=O)(=O)c2ccc(-n3cccn3)cc2)cc1	7%	-30%	-28%	0.0%	.	8%	-6%	-4.7%	-1.4%
Cc1cc(=O)n2nc(N3CCCC(C(=O)NCCCN4CCc5ccccc5C4)C3)sc2n1 (configuration not stated)	-5%	-14%	21%	.	.	16%	-8%	3.6%	-0.9%
Cc1nn(-c2ccc(N3CCCCC3)nn2)c(C)c1CCC(=O)Nc1ccc(F)c(F)c1	10%	34%	-32%	0.6%	.	-51%	-6%	0.8%	-2.9%
Cc1c(NC(=O)Nc2ccccc2)cccc1[N+](=O)[O-]	-3%	-19%	-11%	-1.0%	i	11%	-21%	11%	2.0%
C=CCC(=O)N1CCCC(CCC(=O)NCc2ccccc2F)C1 (configuration not stated)	9%	-32%	-10%	-0.4%	i	2%	-13%	-2.0%	1.1%
Cc1ccccc1CNc1ccc(C(CC(N)=O)NC(=O)c2ccccc2)cc1[N+](=O)[O-] (configuration not stated)	-17%	6%	23%	-0.2%	i	19%	27%	-1.7%	3.1%
N#CCc1ccc(Oc2ncc(C(F)(F)F)cc2Cl)cc1	-1%	-25%	10%	-0.2%	i	8%	3%	-2.0%	-1.7%
COc1ccc(C(C(=O)NC2CCCC2)N(CCCO)C(=O)c2snc(C(N)=O)c2N)cc1 (configuration not stated)	-2%	-19%	-7%	-0.4%	.	-4%	1%	0.5%	0.3%
Cc1cccc(Nc2ncnc3ccccc23)c1	6%	-27%	24%	0.5%	i	-4%	1%	-2.6%	-2.1%
OCC1(CO)COC2(CCCC2)N1	?	4%&-11%	15%&22%	0.4%	i	2%&-7%	3%	-2.1%&4.4%	1.6%&-0.9%
COc1ccc(Cc2nnc(NC(=O)c3cccc(F)c3)s2)cc1OC	13%	-8%	-21%	-0.2%	.	23%	-3%	1.1%	3.0%
Cc1cc(C(F)F)n2nc(C(=O)Nc3cc(C)on3)nc2n1	45%	-3%	19%	0.3%	i	12%	-1%	1.2%	1.0%
COC(=O)CSc1nnc(CNC(=O)c2ccc(S(=O)(=O)N3CCCCC3)cc2)n1C	-2%	6%	21%	0.8%	i	13%	-2%	-5.8%	-0.8%
CCOC(=O)N1CCN(c2c(NCCOC)c(=O)c2=O)CC1	-6%	10%	-39%	0.1%	i	17%	-6%	-3.6%	-1.6%
COc1cccc(C(=O)N2CCN(C3CCC(c4ccccc4)CC3)CC2)c1OC (configuration not stated)	2%	-4%	-7%	-0.5%	i	13%	-7%	-4.4%	-2.3%
CCOc1ccc2nc(NC(=O)Cn3[nH]c(=O)c4ccccc4c3=O)sc2c1	41%	4%	-10%	0.6%	i	-37%	-18%	1.7%	10%
Cc1c(NP(=O)(c2ccc(Br)cc2)c2ccc(Br)cc2)c(=O)n(-c2ccccc2)n1C	-8%	-18%	2%	-1.0%	i	14%	-7%	-3.6%	0.9%
CCOc1ccc(/C=C/C(=O)CCC(=O)O)cc1	19%	-18%	8%	0.0%	i	-35%	8%	0.9%	-2.1%
O=C(Nc1c2c(nn1-c1ccc(F)cc1)CS(=O)C2)c1ccc(Br)o1 (configuration not stated)	8%	-2%	-35%	0.1%	.	8%	-1%	7.3%	0.4%
CCOC(=O)C1C(=O)C=C(c2ccc(Br)cc2)CC1c1ccco1 (configuration not stated)	1%	2%	-2%	0.7%	i	10%	-2%	0.9%	2.8%
O=C1CC(c2ccccc2)CC(O)=C1C=Nc1ccccc1Cl (configuration not stated)	-11%	18%	-18%	-0.4%	i	1%	-6%	4.8%	-2.0%
CCN(CC)CCCNC(=O)CCC(=O)Nc1ccc2nc(N3CCCCC3)cc(C)c2c1	17%	-34%	2%	0.2%	i	-4%	5%	-4.5%	2.1%
COc1cc(C2CC(=O)c3c(O)cc(O)cc3O2)ccc1O (configuration not stated)	0%	-3%	12%	1.3%	i	4%	-4%	-2.0%	-2.1%
Cc1nn(Cc2ccccc2)c(C)c1C(=O)Nc1ccc(N2CCOCC2)cc1	48%	-25%	-8%	-0.4%	i	-34%	0%	-3.2%	0.3%
O=C(CN1C(=O)c2ccccc2S1(=O)=O)c1ccc(F)c(F)c1	6%	-26%	-9%	-0.5%	.	1%	3%	1.3%	0.9%
Other compounds:
SMILES	AID2073	NOD1 inhibition	KOR beta-arrestin-1	West Nile antiviral	Yfh1-off respiration	HEK293 NOD2/NF-kB	NS5 inhibitors	KOR beta-arrestin-2	HIV peptide binding
O=C(Nc1ccccc1-c1ccccc1)c1cccs1	6%	-21%	-2%	-0.8%	i	-9%	-9%	-2.3%	-2.1%
COc1cc(OC)cc(C(=O)N[C@H](C(=O)OCc2cc(=O)oc3cc(C)ccc23)C(C)C)c1	1%	-34%	-4%	-0.3%	i	7%	-6%	1.5%	-1.9%
CCc1ccc(-n2c(CSc3nnnn3-c3ccccc3)nc3ccccc3c2=O)cc1	12%	-3%	20%	-0.1%	i	11%	-3%	-3.1%	0.1%
Cc1ccc2c(CC(=O)N3CCOCC3)coc2c1	14%	-34%	-17%[20 µM]	0.9%	i	1%	-4%	-2.9%	-1.2%
O=C(COc1cccnc1[N+](=O)[O-])Nc1ccc2c(c1)CCC2	1%	4%	-8%	0.1%	i	-11%	-9%	-0.1%	-0.9%
Cc1cc2nc(SCCOC(=O)Nc3cccc(Cl)c3)nc(C)c2cc1C	6%	-9%	-2%	-1.2%	i	14%	-2%	-1.6%	2.8%
Cc1ccc(S(=O)(=O)N(C)c2ccc(C(=O)NCc3ccccn3)cc2)cc1	-5%	-25%	10%	-0.5%	i	1%	-12%	-0.1%	-0.6%
Cc1ccc(NC(=O)CCC(=O)NNC(=S)Nc2ccc(F)cc2)c(C)c1	-22%	-23%	-15%	0.4%	.	-7%	-15%	-5.2%	-2.9%
O=C(CN1CCOCC1)Nc1ncccn1	-2%	-7%	-31%	-0.7%	i	-2%	-1%	3.5%	0.7%
O=C(N1CCC(n2nc(-c3ccccc3)oc2=O)CC1)C1(c2ccc(Cl)cc2)CC1	-8%	-48%	-13%	1.3%	.	-40%	0%	-4.8%	-2.0%
CCC(C)(C)NC(=O)C(c1ccc(F)cc1)N(Cc1cccc(OC)c1)C(=O)c1cnccn1 (configuration not stated)	6%	-9%	-18%[20 µM]	-1.4%	i	1%	-5%	.	0.6%
Cc1ccc(NC(=O)CN2C(=O)N/C(=C/c3cccn3-c3ccc(C(=O)O)cc3)C2=O)cc1	10µM*	20%	13%	0.5%	i	3%	7%	-6.6%	72%
Cn1cnnc1SCCNS(=O)(=O)c1cccc([N+](=O)[O-])c1	12%	-38%	3%	-0.2%	.	-3%	-1%	-1.9%	-0.7%
CN(Cc1ccccc1)C(=O)COC(=O)c1cncc(Br)c1	4%	-38%	13%	-0.1%	i	-7%	-5%	5.0%	0.1%
Cc1ccccc1C(=O)Nc1ccc(N2CCN(C(=O)c3ccco3)CC2)cc1	2%	7%	-2%	-1.0%	.	4%	5%	-0.3%	1.8%
CCOC(=O)N1CCC(NC(=O)C(Cc2ccccc2)NC(=O)c2ccco2)CC1 (configuration not stated)	3%	.	-14%	-0.7%	i	3%	-2%	-1.6%	3.2%
CN(Cc1ccccc1)S(=O)(=O)c1ccc(S(=O)(=O)N(Cc2ccc(F)cc2)C2CCCC2)cc1	-7%	16%	23%	.	i	-19%	-3%	-1.3%	-0.3%
Cc1c(OC(C)C(=O)NCc2ccccn2)ccc2c3c(c(=O)oc12)CCC3 (configuration not stated)	5%	-30%	-20%	-0.8%	.	14%	1%	1.3%	-0.3%
COc1ccc(-c2cc(C(=O)Nc3ccc(OC)c(OC)c3)no2)cc1	28%	-6%	-5%	-0.1%	.	23%	5%	2.7%	-1.2%
COc1cccc(/C=N/NC(=O)C(=O)N2CCCCCC2)c1OC	6%	-19%	6%	0.4%	.	-3%	0%	-1.8%	1.0%
Nc1c(Cl)nc(-c2ccccc2)nc1Cl	4%	-19%	-9%	-0.8%	i	12%	-9%	2.2%	-0.4%
CCOC(=O)CCC(=O)N1CCOCCN(C(=O)CCC(=O)OCC)CCOCC1	-7%	7%	1%	0.0%	i	11%	2%	-1.3%	0.1%
COc1ccc(NC(=O)CCc2nnc3ccc(N4CCC(C)CC4)nn23)cc1	11%	2%	-3%	0.4%	.	30%	-8%	-6.9%	-0.4%
CC1CC(c2ccccc2)n2nc(NC(=O)c3ccco3)nc2N1 (configuration not stated)	-14%	-9%	20%	0.1%	i	4%	-6%	0.0%	1.3%
COc1ccccc1CC(=O)Nc1ccc(Cl)cc1C(=O)O	6%	-27%	8%[20 µM]	0.1%	i	5%	-1%	-2.5%	4.2%
CC1CCN(CC2C(=O)O[C@@H]3C[C@@]4(C)CCC[C@H](C)C4=C[C@H]23)CC(C)(C)C1 (some centres not stated)	3%	15%	20%	?	.	7%	1%	-3.9%	-2.7%
Cc1cc(O)cc(C)c1NS(=O)(=O)c1ccc2ccccc2c1	-11%	-5%	-40%	-0.4%	.	9%	-6%	0.5%	0.6%

Entries listed so far that bear a hit mark in AID2073.
SMILES	AID2073	NOD1 inhibition	KOR beta-arrestin-1	West Nile antiviral	HEK293 NOD2/NF-kB	NS5 inhibitors	KOR beta-arrestin-2	HIV peptide binding
Cc1ccc(NC(=O)CN2C(=O)N/C(=C/c3cccn3-c3ccc(C(=O)O)cc3)C2=O)cc1	10µM*	20%	13%	0.5%	3%	7%	-6.6%	72%

Among those listed so far, these contain a Cl atom:
SMILES	AID2073	NOD1 inhibition	KOR beta-arrestin-1	West Nile antiviral	Yfh1-off respiration	HEK293 NOD2/NF-kB	NS5 inhibitors	KOR beta-arrestin-2	HIV peptide binding
N#CCc1ccc(Oc2ncc(C(F)(F)F)cc2Cl)cc1	-1%	-25%	10%	-0.2%	i	8%	3%	-2.0%	-1.7%
O=C1CC(c2ccccc2)CC(O)=C1C=Nc1ccccc1Cl (configuration not stated)	-11%	18%	-18%	-0.4%	i	1%	-6%	4.8%	-2.0%
Cc1cc2nc(SCCOC(=O)Nc3cccc(Cl)c3)nc(C)c2cc1C	6%	-9%	-2%	-1.2%	i	14%	-2%	-1.6%	2.8%
O=C(N1CCC(n2nc(-c3ccccc3)oc2=O)CC1)C1(c2ccc(Cl)cc2)CC1	-8%	-48%	-13%	1.3%	.	-40%	0%	-4.8%	-2.0%
Nc1c(Cl)nc(-c2ccccc2)nc1Cl	4%	-19%	-9%	-0.8%	i	12%	-9%	2.2%	-0.4%
COc1ccccc1CC(=O)Nc1ccc(Cl)cc1C(=O)O	6%	-27%	8%[20 µM]	0.1%	i	5%	-1%	-2.5%	4.2%

Source: PubChem BioAssay

Not all compounds are listed, so the mix of outcomes need not match the whole.
